# From PubChem BioAssay
# VCAM1 TNFa inh: reduces TNF alpha induced VCAM1 expression in HUVEC. AID 802. hit rate 0.48% among 95,000. HUVEC TNFa-induced VCAM-1 immunofluorescence, high-content imaging. inhibition, % at 2 µM;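 active = inhibition above the batch mean plus 3 SD, with images confirmed as a hit by eye, cut at about 37% in these data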;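 note: 0% = TNF-stimulated DMSO wells and 100% = unstimulated control wells; not every result past the cut was called active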
# HUVEC tox TNFa: toxic to HUVEC cells under TNF alpha stimulation | HUVEC TNFalpha-stimulated, Hoechst cell count, imaging | cell count reduction, % at 2 µM | hit rate 0.17% among 93,000 | AID 848;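 active = cell count reduction exceeding the screen mean by over 5 SD, scaled to untreated wells per plate, cut at about 78% in these data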;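 note: cells counted after 24 h of TNF alpha exposure following the 1 h pretreatment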
# Pyk2 oligo antag: blocks oligomerization of human Pyk2 in cells; z-score (the deposit names both 25 µM and 10 µM); Q14289; Q293 cells, Pyk2 FERM NanoBiT luminescence; active compounds read low; hit rate 0.83% among 99,000;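 active = Z-score of -3 or lower, scaled per plate to the spread of control and sample wells; inactive = z-score above -3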;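 note: negative z-score means lost luminescence so less FERM oligomerization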
# HUVEC prolif 384: blocks proliferation of human endothelial cells; HUVEC proliferation, CellTiter-Glo luminescence, 72 h; active compounds read low; viability, % at 10 µM (by protocol); hit rate 1.1% among 86,000; AID 648;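 active = viability at or below 30%; inactive = viability above 30%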;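 note: 100% = median luminescence of DMSO-only cell control wells on each plate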
# IL1B cytotox: toxic to HUVEC cells under IL-1B stimulation; HUVEC cell count loss, Hoechst imaging, IL-1B stimulated; cell count reduction, % at 2 µM; hit rate 0.41% among 94,000; AID 845;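 active = cell count reduction more than 3 SD above the screen-wide mean, cut at about 70% in these data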;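 note: normalized per plate to untreated control cells as the no-loss baseline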
# H69AR inhibit: growth inhibitors of human H69AR lung tumor cells; hit rate 6% among 85,000; viability, % at 10 µM; AID 598; H69AR lung tumor viability, ATP luminescence, 72 h; active compounds read low;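 active = viability at or below 40%; inactive = viability above 40%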;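 note: multidrug resistant small cell line overexpressing MRP-1 efflux transporter; 100% = mean luminescence of untreated control wells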
# Fibroblast inh: blocks proliferation of human lung fibroblasts; AID 719; LL 47 human lung fibroblast viability, ATP luminescence; active compounds read low; viability, % at 10 µM; hit rate 1.1% among 85,000;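 active = viability at or below 50% in the single dose screen; inactive = viability above 50%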;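 note: compound exposure lasted 72 h before the ATP readout; 100% = median luminescence of untreated cell-only wells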
#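 Material: Human LL 47 lung fibroblast cells | Input: 1,150 cells/well | Buffer or medium: IMEM plus 15% FBS | Compound dosing: 0.1% DMSO in all compound wells | Times: Overnight cell rest, 72 h compound treatment at 37 °C | Signal: CellTiter-Glo luminescence measuring cellular ATP | Measure: % viability versus median cells-only luminescence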
# cytoskel mod: alters cytoskeleton assembly in HUVEC cells | HUVEC TNFa F-actin phalloidin imaging, high content | inhibition, % at 2 µM | hit rate 0.18% among 91,000;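 active = inhibition above the batch mean plus 3 SD and confirmed as a hit by visual image inspection, cut at about 30% in these data, passing the limit was not always enough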; note: strong numbers were not always called active
# Smad3 inh: Smad3 (human) transcription factor binding inhibition | P84022 | TR-FRET Smad3/Dy647-FoxH1 peptide binding, europium anti-His | inhibition, % at 25 µM | hit rate 0.29% among 88,000 | AID 630;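 active = compounds that reduce the energy-transfer binding signal between the protein and its labelled peptide by more than half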;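 note: 0% = Smad3 plus labelled peptide maximal FRET and 100% = peptide-only background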
# Target sequence (P84022 whole entry, looked up): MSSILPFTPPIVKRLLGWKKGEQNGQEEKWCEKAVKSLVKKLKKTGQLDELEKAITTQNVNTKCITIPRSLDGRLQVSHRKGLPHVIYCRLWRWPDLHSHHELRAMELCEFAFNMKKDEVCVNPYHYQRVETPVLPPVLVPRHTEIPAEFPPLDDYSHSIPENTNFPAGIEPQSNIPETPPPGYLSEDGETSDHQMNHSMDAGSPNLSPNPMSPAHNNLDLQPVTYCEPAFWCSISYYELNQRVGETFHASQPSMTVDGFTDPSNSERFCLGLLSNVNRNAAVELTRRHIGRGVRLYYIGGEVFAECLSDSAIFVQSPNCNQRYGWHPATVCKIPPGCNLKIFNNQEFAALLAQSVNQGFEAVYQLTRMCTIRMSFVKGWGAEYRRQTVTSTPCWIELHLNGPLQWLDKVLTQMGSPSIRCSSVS
# * hit, by the source's call; · = no result given; [ ] = another dose, or the depositor's remark. Some of the compounds tested, so the mix of outcomes need not match the whole.
SMILES,VCAM1 TNFa inh,HUVEC tox TNFa,Pyk2 oligo antag,HUVEC prolif 384,IL1B cytotox,H69AR inhibit,Fibroblast inh,cytoskel mod,Smad3 inh
O=C(CCn1c(=S)[nH]c2ccccc2c1=O)N1CCOCC1,16,-10,·,84,8,99,119,-3,1
Cc1ccc2[nH]c3c(NCCCN4CCCC4=O)ncnc3c2c1,12,-28,0.01,·,-6,·,·,17,·
O=c1[nH]c(=O)n(CCc2ccc(F)cc2)c(O)c1C=NCc1ccc2c(c1)OCO2,12,-1,0.06,·,-8,·,·,15,·
C=CCN1CCN(C(c2cc(OC)ccc2OC)c2nnnn2CC2CCCO2)CC1 (stereo not drawn),1,-3,0.33,98,24,88,106,-23,-2
CCOC(=O)c1sc(NC(=S)NC(=O)c2cccc(Cl)c2)c(C(=O)OCC)c1C,1,0,0.31,·,51,·,·,11,·
Cc1c(C2Nc3ccccc3NC3=C2C(=O)CC(C)(C)C3)cnn1C (stereo not drawn),-4,4,0.76,96,8,101,99,11,6
O=C(CS(=O)c1cccc(C(F)(F)F)c1)Nc1ccccc1Cl (stereo not drawn),6,8,0.19,·,-13,·,·,-1,·
Fc1ccc(-c2noc(C3CCN(Cc4cccnc4)CC3)n2)cc1,6,-23,0.9,118,2,94,99,4,2
O=C(Nc1ccc(Cl)cc1)c1ccc(-n2cncn2)c([N+](=O)[O-])c1,-4,-24,-0.46,·,32,·,·,-13,·
CCN1CCN(CCCNC(=O)C2CCCN(c3nnc(-n4cccc4)s3)C2)CC1 (stereo not drawn),0,-14,-0.2,103,-11,93,95,-36,-3
CCOc1ccc(N(Cc2cc3ccc(C)cc3[nH]c2=O)S(C)(=O)=O)cc1,-8,-28,-1.6,104,14,77,101,8,-1
CN(CCNC(=O)Cn1c(=O)sc2ccccc21)Cc1ccccc1,3,-6,·,104,-5,97,106,-13,8
Cc1cc(C)n2c(SCCN3C(=O)c4ccccc4C3=O)nnc2n1,-1,-16,·,97,-24,80,96,16,7
COCCn1c(SCC(N)=O)nnc1-c1c[nH]c2ccccc12,·,·,·,106,·,99,101,·,-4
COc1ccccc1-c1coc2cc(O)cc(O)c2c1=O,-2,11,-1.2,108,8,96,96,4,0
Cc1ccc(Cl)c2c1NC(=O)C2(O)CC(=O)c1ccccc1O (stereo not drawn),-5,5,-0.16,93,16,54,100,2,2
Cc1sc(NC(=O)c2oc3ccccc3c2C)c(C#N)c1C,30,-35,0.43,83,-10,93,98,3,26[fluorescence artefact?]
N=C1C(c2nc3ccccc3c(=O)[nH]2)=C(O)CN1c1ccccc1,3,0,·,·,-6,·,·,0,·
CCOC(=O)c1c(-c2cccs2)csc1NC(=O)CN(CC)CC,-4,-7,-3.6*,83,23,92,86,11,-1
Cc1ccc(-c2nn(C)c(=O)c3ccccc23)cc1S(=O)(=O)N1CCCC1,1,-10,·,·,-6,·,·,2,·
O=C(Nc1ccon1)c1cc(-c2ccccc2)nc2ccccc12,-1,-11,-2.6,90,94*,67,98,13,4
CCC(C)(C)n1nnnc1C(c1cc2cc(OC)ccc2[nH]c1=O)N1CCc2ccccc21 (stereo not drawn),14,-23,-0.36,99,-25,81,100,-13,5
C=CCN1C(=O)C(Cc2ccc(Br)cc2)S/C1=N\N=C\c1ccco1 (stereo not drawn),17,-4,1.1,·,-4,·,·,5,·
CCOCCn1c(SCC)nc2c1c(=O)[nH]c(=O)n2C,10,-16,-0.35,108,-16,87,94,-2,6
Cc1ccc(S(=O)(=O)N(CC(=O)Nc2cccc([N+](=O)[O-])c2)C2CCCCC2)cc1,10,-7,-1.4,·,-2,·,·,20,·
Cc1ccc(S(=O)(=O)c2cccc(S(=O)(=O)N3CCCC3)c2)cc1S(=O)(=O)N1CCCC1,·,·,-0.02,83,·,46,88,·,1
Oc1oc(-c2ccccc2)nc1C=NCc1ccccc1,-5,3,0.8,82,5,91,109,-20,-1
COc1ccc(S(=O)(=O)NC(C)C(=O)Nc2ccccc2F)cc1 (stereo not drawn),·,·,0.75,102,·,105,105,·,9
O=C1CC(SCc2nc3ccccc3[nH]2)C(=O)N1c1cccc(Cl)c1 (stereo not drawn),16,3,0.75,88,2,96,107,-5,1
O=C(c1ccc(Br)o1)N1CCN=C1SCc1cccnc1,18,-36,·,106,12,81,106,1,3
CCN(CC)c1nc2n(c(=O)n1)CCO2,-10,0,-0.09,98,-28,98,103,2,5
Cc1ccc(OCC(=O)N2CCCCC2)c(Br)c1,-4,-5,-0.94,96,87*,97,90,0,7
Cc1ccc2nc(NC(=O)CCCc3nc4ccccc4s3)sc2c1,-8,-2,0.42,102,-8,84,109,-2,-1
O=C(Cc1cccs1)OCC(=O)c1ccco1,16,12,1.2,92,37,81,92,-21,0
O=C(Cc1ccccc1)Nc1ccc(-c2nnc(-c3ccco3)o2)cc1,-1,-9,1.6,·,-56,·,·,-2,·
CCCCCOc1ccc(C2C(C(C)=O)=C(C)Nc3ncnn32)cc1OC (stereo not drawn),7,-3,-0.79,·,-10,·,·,-16,·
CN(C)C(=O)Nc1cnc2ccccc2c1,13,14,-0.68,112,-4,95,106,-20,-9
Cn1c(=O)n(C)c2cc(S(=O)(=O)NCc3ccco3)ccc21,·,·,0.35,93,·,110,96,·,14
N/C(=N\OC(=O)Cc1ccc(-c2ccccc2)cc1)c1ccccn1,12,-36,-0.7,104,8,109,91,2,-1
CCCCNc1oc(-c2cccs2)nc1S(=O)(=O)c1ccccc1,-5,-12,0.21,101,4,98,91,6,1
CC(=O)C1=C(C)OC(N)=C(C#N)C1c1cc2cc(C)c(C)cc2nc1Cl (stereo not drawn),11,-17,-0.55,·,-18,·,·,0,·
COC(=O)c1sc(N2C(=O)C(O)=C(C(=O)c3ccc(C)o3)C2c2ccc(F)cc2)nc1C (stereo not drawn),34,52,-1.2,73,-42,76,99,36,1[fluorescence artefact?]
COC(=O)c1ccc(OCCn2cnc3ccccc3c2=O)cc1,·,·,2.4,95,·,90,99,·,5
Clc1ccc(C(c2ccccc2)N2CCNCC2)cc1 (stereo not drawn),-4,-6,-0.36,83,-4,37*,88,-6,-12
O=C1CN(c2nc(-c3ccccc3)c3cc(Br)ccc3n2)c2ccccc2N1,6,5,·,·,33,·,·,-18,·
CCOc1cc(CNC2CCCC2)cc(Cl)c1OCc1ccccc1,12,-21,2.2,·,-11,·,·,-15,·
COC(=O)c1ccc(CSc2nc3c(c(=O)n2-c2ccccc2)SCC3)o1,·,·,·,87,·,84,90,·,-8
COC(=O)c1c(NC(=O)c2cnccn2)sc2c1CCC2,3,-14,0.05,·,-8,·,·,1,·
Cc1nc(SCC(=O)NCCc2ccc(Cl)cc2)nc(C)c1C,0,-22,0.5,95,-3,86,103,17,-11
O=C(/C=C/c1ccc(Cl)cc1Cl)NC(=S)Nc1ccccn1,9,-12,0.21,·,5,·,·,-45,·
CCCn1nc2cc(C(=O)NC3CCCc4ccccc43)ccc2c1OCC (stereo not drawn),1,-1,·,·,-3,·,·,-12,·
COc1ccc(OC)c(C2=Nn3c(nnc3C3CCCCC3)SC2)c1,-5,-5,-1.4,91,16,103,94,15,-2
COc1ccc(C2N(c3ccc(OC)cc3)C(=O)C3CCCN32)cc1 (stereo not drawn),4,-28,·,98,14,88,102,-2,3
O=C(CCl)NCc1c(Cl)cccc1-n1cccc1,14,-8,0.6,·,15,·,·,16,·
CCOC(=O)N1CCN(S(=O)(=O)c2cccc3ccc(C)nc23)CC1,8,-8,1.1,87,-27,84,97,-14,2
COc1cccc(-c2cc(C(=O)Nc3cc(OC)c(OC)c(OC)c3)no2)c1,15,12,-1.1,50,-20,17*,75,-20,3
Cc1cc(NC(=O)CCC(=O)N(CC(=O)NCC2CCCO2)c2ccc3c(c2)OCCO3)no1 (stereo not drawn),6,-16,0.61,102,-17,94,96,-1,-2
COC(=O)c1ccc(NC(=O)CSc2nnc(COc3c(C)cccc3C)o2)cc1,5,-6,0.91,91,3,97,100,-6,6
O=C(CSc1nc2ccccc2[nH]1)NC1CCS(=O)(=O)C1 (stereo not drawn),-1,14,0.16,·,-11,·,·,-15,·
CCCCOc1ccc(Cl)cc1CSc1n[nH]c(C)n1,2,-20,-2.2,102,-5,92,94,11,8

# No new results follow: an excerpt of the list.
SMILES,VCAM1 TNFa inh,HUVEC tox TNFa,Pyk2 oligo antag,HUVEC prolif 384,IL1B cytotox,H69AR inhibit,Fibroblast inh,cytoskel mod,Smad3 inh
O=C(CSc1nc2ccccc2[nH]1)NC1CCS(=O)(=O)C1 (stereo not drawn),-1,14,0.16,·,-11,·,·,-15,·
CCCCOc1ccc(Cl)cc1CSc1n[nH]c(C)n1,2,-20,-2.2,102,-5,92,94,11,8

# Returning to the listing, starting 3 compounds before the break.
SMILES,VCAM1 TNFa inh,HUVEC tox TNFa,Pyk2 oligo antag,HUVEC prolif 384,IL1B cytotox,H69AR inhibit,Fibroblast inh,cytoskel mod,Smad3 inh
COC(=O)c1ccc(NC(=O)CSc2nnc(COc3c(C)cccc3C)o2)cc1,5,-6,0.91,91,3,97,100,-6,6
O=C(CSc1nc2ccccc2[nH]1)NC1CCS(=O)(=O)C1 (stereo not drawn),-1,14,0.16,·,-11,·,·,-15,·
CCCCOc1ccc(Cl)cc1CSc1n[nH]c(C)n1,2,-20,-2.2,102,-5,92,94,11,8
CC(C)(CO)NC(=O)C(c1ccccc1)c1ccccc1,19,-9,-0.26,99,-15,96,101,-3,4[fluorescence artefact?]
c1ccc(Cn2ncc3c(N4CCCCC4)ncnc32)cc1,·,·,-0.85,98,·,82,89,·,10
COc1ccc(NC(=O)CN2CCN(S(=O)(=O)c3ccc(C(C)C)cc3)CC2)cc1OC,·,·,0.53,104,·,78,88,·,5
CCCCc1cc(=O)oc2cc(C)cc(O)c12,14,1,-2.5,48,1,10*,56,-10,2
O=C(c1ccc(COc2ccccc2Cl)o1)N1CCN(Cc2ccc3c(c2)OCO3)CC1,15,-4,-1.5,106,-22,70,103,-8,-20
O=C(Nc1ccccc1C(F)(F)F)c1cc(S(=O)(=O)N2CCC3(CC2)OCCO3)ccc1F,2,-2,-0.73,94,-2,75,95,-37,-3
Clc1ccc(CSc2nccn2Cc2ccccc2)cc1,2,-9,-2,·,1,·,·,-14,·
COc1ccc(NCc2nnc(SCC#N)n2-c2ccccc2OC)cc1,8,-27,-0.21,100,19,90,93,37,7
CC(=O)c1cccc(-n2nnnc2SCC(=O)Nc2cccc(NC(=O)c3ccco3)c2)c1,14,-6,-1,84,-22,78,113,-43,0
O=C(Nc1ccc2c(c1)OCO2)C(c1ccccc1)N1CCN(C(=O)c2ccco2)CC1 (stereo not drawn),·,·,-1.1,99,·,104,101,·,-3
Cc1ccccc1N(C(=O)Cn1nnc(-c2cccs2)n1)C(C(=O)NCCC(C)C)c1ccco1 (stereo not drawn),2,-6,-1.4,90,6,69,89,-23,-12
CN(C)CCCN1C(=O)C(O)=C(C(=O)c2cccs2)C1c1ccccn1 (stereo not drawn),·,·,·,95,·,96,95,·,5
CCNCc1cc(OCC)c(OCC(=O)NCCc2ccccc2)cc1Cl,-6,4,0.68,·,-2,·,·,9,·
CSc1ccc(NC(=O)CC(C)=O)cc1,2,-8,0.19,·,6,·,·,·,·
Cc1c(NS(=O)(=O)c2ccccc2)c(=O)n(-c2ccccc2)n1C,-15,-7,0.51,84,-13,95,95,3,5
Cc1cccc2nc(=S)n(C(=O)c3ccco3)n12,-1,-8,0.79,84,-22,59,92,0,-9
Brc1ccc(CSc2ncnc3nc[nH]c23)cc1,·,·,·,66,·,99,96,·,8
